Assay outcomes from PubChem.
mIAP activ: mouse IAP activation. muIAP, CDP-Star luminescence, 30 min; active compounds read high; 1 = vehicle-only enzyme signal, 0 = enzyme-free wells. activation factor at 10 µM. 330,000 compounds, 0.24% hits;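 active means activation factor of at least 2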; further: the source names both 10 and 20 µM as test concentration; values of inactives mirror those of a sister screen read the other way
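Assay system: mouse IAP enzyme; Reagent: CDP-Star chemiluminescent phosphatase substrate; Compound: DMSO-dissolved test compounds; Incubation: 30 min, room temperature; Technique: luminescence from enzymatic CDP-Star hydrolysis; Controls: DMSO-only wells and no-enzyme negative control.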
SENP1 FRET inh: SENP1 (human) catalytic domain inhibition. Q9P0U3. recombinant SENP1 catalytic domain, CyPet-SUMO1-YPet FRET cleavage. inhibition, % at 10 µM. 360,000 compounds, 0.21% hits;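 active means inhibition at least 30% at 10 µM, raw YFP signal under a set limit, fluorescence ratio 0.5 to 1.5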;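 further: 0% = enzyme with DMSO and 100% = no enzyme wells; some results filed as inactive read as strong as hits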
Target sequence (Q9P0U3 419-644 limits assumed): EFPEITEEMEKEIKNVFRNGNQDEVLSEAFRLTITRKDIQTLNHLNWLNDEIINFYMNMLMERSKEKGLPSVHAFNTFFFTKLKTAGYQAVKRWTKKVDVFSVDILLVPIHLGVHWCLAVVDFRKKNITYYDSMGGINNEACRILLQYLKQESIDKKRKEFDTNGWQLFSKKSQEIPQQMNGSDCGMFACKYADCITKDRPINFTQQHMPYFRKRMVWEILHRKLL
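System: Recombinant human SENP1 catalytic domain, His6-tagged | Incubation: Enzyme reaction for 50 min at room temperature, dark | Medium: Tris pH 8 with BME, BSA, NP40 and catalase | Also added: 25 nM SUMO1 FRET substrate | Compound: 10 µM single point, 0.5% DMSO | Measured by: FRET fluorescence in CFP and YFP emission channels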
MIN6 prolif: inducers of beta-cell replication in MIN6 cells. MIN6 cells proliferation, ATPlite luminescence, 48 h; cells starved in 0.2% serum; 100% = growth in 10% serum. 330,000 compounds, 0.29% hits. proliferation, % at 10 µM;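 active means compounds whose signal lies at least 3.5 SD above the mean of all wells on their plate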;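 further: 0% = DMSO-treated cells in low-serum medium and 100% = 10% serum control; some compounds called inactive have numbers as strong as hits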
hIAP activ: increases human intestinal alkaline phosphatase activity; P09923; purified human IAP, CDP-Star luminescence, 30 min; active compounds read high; 1 = vehicle-only enzyme, 0 = enzyme-free background; activation factor at 10 µM; 330,000 compounds, 0.16% hits; AID 2524;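 active means activation factor of the enzyme at least 2-fold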; further: the source names both 10 and 20 µM as test concentration; values of inactives mirror those of a sister screen read the other way
Target sequence (P09923 whole entry, looked up): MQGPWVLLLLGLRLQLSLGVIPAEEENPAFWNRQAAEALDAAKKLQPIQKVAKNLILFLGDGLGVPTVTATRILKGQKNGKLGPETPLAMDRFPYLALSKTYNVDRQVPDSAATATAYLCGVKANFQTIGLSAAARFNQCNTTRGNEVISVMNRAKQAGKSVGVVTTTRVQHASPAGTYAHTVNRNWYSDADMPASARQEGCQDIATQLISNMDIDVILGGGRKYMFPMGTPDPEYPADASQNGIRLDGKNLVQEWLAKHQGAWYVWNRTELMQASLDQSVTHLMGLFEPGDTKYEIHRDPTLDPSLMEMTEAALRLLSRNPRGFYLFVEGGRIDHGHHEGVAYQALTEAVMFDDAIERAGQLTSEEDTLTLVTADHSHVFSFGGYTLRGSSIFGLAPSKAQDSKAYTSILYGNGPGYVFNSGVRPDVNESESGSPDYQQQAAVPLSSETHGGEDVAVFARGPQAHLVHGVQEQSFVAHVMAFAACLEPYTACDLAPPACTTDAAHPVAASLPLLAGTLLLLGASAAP
APOBEC3G inh: blocks human APOBEC3G single-stranded DNA deamination. 330,000 compounds, 0.28% hits. AID 493012. Q9HC16. recombinant A3G, ssDNA deamination FAM/TAMRA fluorescence. inhibition, % at 20 µM;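 active means inhibition of at least 40% at 20 µM, with no more than 30% in the related APOBEC3A deaminase screen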;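 further: plate controls were DMSO wells with A3G for no effect and wells lacking A3G enzyme for full effect; some compounds called inactive have numbers as strong as hits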
NALP3 yeast inh: blocks the NALP3 inflammasome reconstituted in yeast; Yeast reconstituted NLRP3/ASC/caspase-1, beta-gal luminescence, 24 h; 330,000 compounds, 0.39% hits; inhibition, % at 10 µM;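 active means inhibition of 50% or more; inactive means inhibition below 50%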;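 further: plate controls were induced DMSO wells for no effect and uninduced yeast grown without galactose for full effect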
hIAP block: blocks human intestinal alkaline phosphatase. P09923. purified IAP, CDP-Star luminescence, 30 min. inhibition, % at 10 µM. 330,000 compounds, 0.12% hits. AID 2544;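 active means inhibition reaching a set limit with compound at 10 µM in the primary screen, cut at about 35% in these data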;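 further: plate controls were DMSO wells with enzyme for no effect and no-enzyme buffer wells for full effect; values of inactives mirror those of a sister screen read the other way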
mIAP block: blocks mouse intestinal alkaline phosphatase; 330,000 compounds, 0.2% hits; purified mouse IAP, CDP-Star luminescence, 30 min; AID 2806; inhibition, % at 10 µM;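 active means inhibition of at least 40% at 10 µM in the primary screen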;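 further: plate controls were DMSO with enzyme for no effect and no enzyme wells for full effect; values of inactives mirror those of a sister screen read the other way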
A3A deaminase: human APOBEC3A DNA deaminase inhibition. P31941. recombinant A3A, FAM/TAMRA ssDNA deamination fluorescence. inhibition, % at 20 µM. 330,000 compounds, 0.41% hits;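 active means at least 40% inhibition at 20 µM here, with at most 30% in a related deaminase screen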;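 further: plate controls were A3A with DMSO for no effect and wells lacking A3A enzyme for full effect; some results filed as inactive read as strong as hits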
Target sequence (P31941 whole entry, looked up): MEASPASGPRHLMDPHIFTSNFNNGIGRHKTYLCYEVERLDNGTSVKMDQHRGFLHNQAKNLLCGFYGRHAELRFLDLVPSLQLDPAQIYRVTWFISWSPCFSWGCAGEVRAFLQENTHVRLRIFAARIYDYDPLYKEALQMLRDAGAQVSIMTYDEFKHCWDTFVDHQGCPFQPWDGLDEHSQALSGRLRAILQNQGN
* marks the source's active call; other numbers are inactive results. These rows are one share of the data; the hit share may differ from the screen's.

What do the screens show for `CCOC(=O)c1c(NC(=O)Cn2nc([N+](=O)[O-])c(Br)c2C)sc2c1CCC(C)C2` (stereo not given)?
mIAP activ: 0.88; SENP1 FRET inh: 1; MIN6 prolif: -2; hIAP activ: 0.88; APOBEC3G inh: -2; NALP3 yeast inh: 3; hIAP block: 12; mIAP block: 12; A3A deaminase: -2

Results for Cn1cc(C(=O)NCc2cccnc2)c(=O)c2cc(S(=O)(=O)N3CCCCCC3)ccc21 ?
mIAP activ: 1; MIN6 prolif: -2; hIAP activ: 0.92; APOBEC3G inh: -4; NALP3 yeast inh: 16; hIAP block: 8; mIAP block: -2; A3A deaminase: 1

What do the screens show for `COC(=O)/C(=C\c1ccc([N+](=O)[O-])o1)NC(=O)c1ccccc1`?
mIAP activ: 0.87; SENP1 FRET inh: 4; MIN6 prolif: -4; hIAP activ: 1.1; APOBEC3G inh: 1; NALP3 yeast inh: -6; hIAP block: -6; mIAP block: 13; A3A deaminase: 3

What do the screens show for `CCOc1ccc(/C=C/C(=O)Nc2ccc3[nH]c(=O)[nH]c3c2)cc1`?
mIAP activ: 0.99; SENP1 FRET inh: 1; MIN6 prolif: -3; hIAP activ: 0.96; APOBEC3G inh: -2; NALP3 yeast inh: 1; hIAP block: 4; mIAP block: 0; A3A deaminase: -4

How did Cn1c(SCC(=O)NCC2CCCO2)nnc1-c1cccc(NC(=O)c2ccccc2F)c1 (stereo not given) do in these assays?
mIAP activ: 1; SENP1 FRET inh: 3; MIN6 prolif: -2; hIAP activ: 1.2; APOBEC3G inh: -8; NALP3 yeast inh: 21; hIAP block: -21; mIAP block: -3; A3A deaminase: 3

How did O=C(CCN1C(=O)c2cccc3cccc(c23)C1=O)NCc1cccnc1 do in these assays?
mIAP activ: 0.93; SENP1 FRET inh: -1; MIN6 prolif: 2; hIAP activ: 0.97; APOBEC3G inh: -5; NALP3 yeast inh: 12; hIAP block: 3; mIAP block: 7; A3A deaminase: -1

Results for CCCN1C(=O)c2ccccc2NC1c1ccc(C)cc1 (stereo not given) ?
mIAP activ: 1; SENP1 FRET inh: -2; MIN6 prolif: -1; hIAP activ: 1.1; APOBEC3G inh: -1; NALP3 yeast inh: 16; hIAP block: -9; mIAP block: -3; A3A deaminase: 4

How did O=C(COC(=O)/C=C/c1cccc(C(F)(F)F)c1)NC1CCS(=O)(=O)C1 (stereo not given) do in these assays?
mIAP activ: 0.9; SENP1 FRET inh: 2; MIN6 prolif: 1; hIAP activ: 0.94; APOBEC3G inh: -5; NALP3 yeast inh: 8; hIAP block: 6; mIAP block: 10; A3A deaminase: -1

Results for COCCn1c(=O)[nH]c2cc(C(=O)N3CCN(c4cccc(C(F)(F)F)c4)CC3)ccc2c1=O ?
mIAP activ: 1.1; SENP1 FRET inh: 2; MIN6 prolif: -2; hIAP activ: 1.2; APOBEC3G inh: -9; NALP3 yeast inh: 2; hIAP block: -15; mIAP block: -10; A3A deaminase: -3

Results for COc1cc(CNC2CCCCCCC2)cc(Cl)c1OC ?
mIAP activ: 0.97; SENP1 FRET inh: 1; MIN6 prolif: -4; hIAP activ: 1.3; APOBEC3G inh: 5; NALP3 yeast inh: 8; hIAP block: -32; mIAP block: 3; A3A deaminase: -5

How did OCCN1CCN(c2nc(N3CCCCC3)nc(N3CCCCC3)n2)CC1 do in these assays?
mIAP activ: 0.95; SENP1 FRET inh: 1; MIN6 prolif: -2; hIAP activ: 1.1; APOBEC3G inh: -7; NALP3 yeast inh: 7; hIAP block: -12; mIAP block: 5; A3A deaminase: 7

Results for C=C(C)COc1cc2oc(=O)c(CC(=O)N3C[C@H]4C[C@@H](C3)c3cccc(=O)n3C4)c(C)c2cc1Cl ?
mIAP activ: 0.89; SENP1 FRET inh: -82; MIN6 prolif: -3; hIAP activ: 1; APOBEC3G inh: -9; NALP3 yeast inh: 5; hIAP block: 0; mIAP block: 11; A3A deaminase: -3

What do the screens show for `O=C(COc1ccccc1)N[C@@H]1c2ccccc2CC[C@@H]1OCc1ccccc1`?
mIAP activ: 1; SENP1 FRET inh: -1; APOBEC3G inh: 2; mIAP block: 0; A3A deaminase: 4

How did CCOC(=O)N1CCC(N(CCN(C)C)C(=S)Nc2ccc(OCC)cc2)CC1 do in these assays?
mIAP activ: 0.99; MIN6 prolif: -3; hIAP activ: 0.93; APOBEC3G inh: -5; NALP3 yeast inh: 0; hIAP block: 7; mIAP block: 1; A3A deaminase: 1

Results for COc1ccc(-n2nnnc2-c2cccnc2)cc1 ?
mIAP activ: 1; SENP1 FRET inh: 3; MIN6 prolif: -1; hIAP activ: 1.1; APOBEC3G inh: 2; NALP3 yeast inh: -7; hIAP block: -15; mIAP block: -1; A3A deaminase: 1

Results for COc1cccc(/C=C/C2=CC(C)(C)NC(=S)N2)c1 ?
mIAP activ: 0.99; SENP1 FRET inh: -1; MIN6 prolif: -4; hIAP activ: 0.9; APOBEC3G inh: -9; NALP3 yeast inh: 11; hIAP block: 10; mIAP block: 1; A3A deaminase: -2

How did Cc1ccccc1NC(=O)OCCN1CCN(Cc2ccccc2)CCC1=O do in these assays?
mIAP activ: 1.1; SENP1 FRET inh: 1; MIN6 prolif: 1; hIAP activ: 0.95; APOBEC3G inh: -9; NALP3 yeast inh: 10; hIAP block: 5; mIAP block: -10; A3A deaminase: -1

How did COc1ccccc1NS(=O)(=O)c1cccc(C(=O)NCC(C)(C)N2CCOCC2)c1 do in these assays?
mIAP activ: 0.96; SENP1 FRET inh: -1; MIN6 prolif: -2; hIAP activ: 1; APOBEC3G inh: -4; NALP3 yeast inh: 9; hIAP block: -1; mIAP block: 4; A3A deaminase: 3

Results for CCOCCCNC(=O)c1ccc(Cn2c(=O)[nH]c3ccsc3c2=O)cc1 ?
mIAP activ: 0.91; SENP1 FRET inh: -1; MIN6 prolif: 2; hIAP activ: 0.88; APOBEC3G inh: -3; NALP3 yeast inh: 0; hIAP block: 12; mIAP block: 9; A3A deaminase: 0

Results for CCN(C(=O)COC(=O)c1ccccc1Cc1ccccc1)C1CCS(=O)(=O)C1 (stereo not given) ?
mIAP activ: 0.94; SENP1 FRET inh: 2; MIN6 prolif: 4; hIAP activ: 1.1; APOBEC3G inh: -8; NALP3 yeast inh: 14; hIAP block: -5; mIAP block: 6; A3A deaminase: -3

Results for O=C(Nc1nc(-c2ccc(S(=O)(=O)N3CCCC3)cc2)cs1)c1cccs1 ?
mIAP activ: 0.97; SENP1 FRET inh: -3; MIN6 prolif: -4; hIAP activ: 1.2; APOBEC3G inh: -4; NALP3 yeast inh: 11; hIAP block: -17; mIAP block: 3; A3A deaminase: 1

How did COCCNC(=O)CN(C(=O)CCC(=O)Nc1ccccn1)c1ccccc1F do in these assays?
mIAP activ: 1; SENP1 FRET inh: 0; MIN6 prolif: 1; hIAP activ: 1.1; APOBEC3G inh: -8; NALP3 yeast inh: 3; hIAP block: -8; mIAP block: -1; A3A deaminase: 1

How did COC(=O)C1C(O)=C(C=NCC(C)N=CC2=C(O)C(C(=O)OC)C(C)(C)CC2=O)C(=O)CC1(C)C (stereo not given) do in these assays?
mIAP activ: 1; SENP1 FRET inh: 2; MIN6 prolif: 2; hIAP activ: 1.3; APOBEC3G inh: -5; NALP3 yeast inh: 0; hIAP block: -25; mIAP block: -5; A3A deaminase: -4

What do the screens show for `N#CC(c1ccc(Cl)cc1)(c1ncc(C(F)(F)F)cc1Cl)N1CCOCC1` (stereo not given)?
mIAP activ: 1; SENP1 FRET inh: 1; MIN6 prolif: 1; hIAP activ: 0.85; APOBEC3G inh: -7; NALP3 yeast inh: 19; hIAP block: 15; mIAP block: -1; A3A deaminase: 4

Results for O=[N+]([O-])c1cccc(OCCN2CCC(Cc3ccccc3)CC2)c1 ?
mIAP activ: 0.89; SENP1 FRET inh: -3; MIN6 prolif: -4; hIAP activ: 1.1; APOBEC3G inh: 2; NALP3 yeast inh: 41; hIAP block: -11; mIAP block: 11; A3A deaminase: 2

Results for Cc1ccc(C(=O)NC(=S)Nc2ccccc2C(F)(F)F)cc1 ?
mIAP activ: 0.86; SENP1 FRET inh: -1; MIN6 prolif: -6; hIAP activ: 1; APOBEC3G inh: -3; NALP3 yeast inh: 21; hIAP block: -3; mIAP block: 14; A3A deaminase: -2

How did COc1cccc(-n2nnnc2SCC(=O)NC2CCCCC2)c1 do in these assays?
mIAP activ: 1.1; SENP1 FRET inh: 4; MIN6 prolif: 0; hIAP activ: 0.99; APOBEC3G inh: -1; NALP3 yeast inh: 21; hIAP block: 1; mIAP block: -6; A3A deaminase: 3

Results for O=C(Nc1cccc(C(F)(F)F)c1)Nn1cnnc1 ?
mIAP activ: 0.97; SENP1 FRET inh: -3; MIN6 prolif: -4; hIAP activ: 1.2; APOBEC3G inh: -8; NALP3 yeast inh: 4; hIAP block: -20; mIAP block: 3; A3A deaminase: 3

What do the screens show for `CC(C)c1nc2c(s1)CCc1onc(-c3cccc([N+](=O)[O-])c3)c1-2`?
mIAP activ: 0.75; SENP1 FRET inh: 2; MIN6 prolif: -6; hIAP activ: 0.98; APOBEC3G inh: -11; NALP3 yeast inh: 23; hIAP block: 2; mIAP block: 25; A3A deaminase: -1

Results for CCN(CC(=O)NCc1ccc(F)cc1)C(=O)C1CCN(C(=O)Nc2ccccc2)CC1 ?
mIAP activ: 1.1; SENP1 FRET inh: 3; MIN6 prolif: 0; hIAP activ: 1.1; APOBEC3G inh: -7; NALP3 yeast inh: -5; hIAP block: -12; mIAP block: -11; A3A deaminase: -6

What do the screens show for `CCOC(=O)N1CCC(N2Cc3cccc(C(=O)NCc4ccccn4)c3C2=O)CC1`?
mIAP activ: 1; SENP1 FRET inh: 1; MIN6 prolif: -2; hIAP activ: 1.1; APOBEC3G inh: -5; NALP3 yeast inh: 13; hIAP block: -6; mIAP block: 0; A3A deaminase: -2

What do the screens show for `O=C(Nc1ccc(F)cc1)Nc1nnc(-c2ccncc2)s1`?
mIAP activ: 1.1; SENP1 FRET inh: -58; MIN6 prolif: -4; hIAP activ: 0.88; APOBEC3G inh: -6; NALP3 yeast inh: -4; hIAP block: 12; mIAP block: -5; A3A deaminase: -5

Results for COc1ccc(Nc2nc(N)c([N+](=O)[O-])c(N3CCN(C)CC3)n2)cc1 ?
mIAP activ: 0.92; SENP1 FRET inh: 1; MIN6 prolif: 1; hIAP activ: 0.92; APOBEC3G inh: -4; NALP3 yeast inh: 10; hIAP block: 8; mIAP block: 8; A3A deaminase: -4

What do the screens show for `CSc1ncc(C(=O)Nc2ccc(Br)cn2)c(C)n1`?
mIAP activ: 0.94; SENP1 FRET inh: -33; MIN6 prolif: 0; hIAP activ: 0.88; APOBEC3G inh: -2; NALP3 yeast inh: -13; hIAP block: 12; mIAP block: 6; A3A deaminase: 0

Results for O=C(OCC(=O)c1c[nH]c2ccccc12)c1cc(Br)ccc1O ?
mIAP activ: 1; SENP1 FRET inh: -3; MIN6 prolif: 2; hIAP activ: 1; APOBEC3G inh: -6; NALP3 yeast inh: 15; hIAP block: 0; mIAP block: -3; A3A deaminase: -3
